# High-throughput results: PubChem, Broad Institute
# GASC1 inh: inhibitors of GASC-1 (KDM4C) histone demethylase, primary screen, biochemical, single concentration HTS | Lysine-specific demethylase 4C (Homo sapiens), Q9H3R0 | GST-KDM4C 2-372, H3K9me3 peptide, LANCE TR-FRET | inhibition, % at 12.5 µM | hit rate 0.15% among 96,000;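 active means mean replicate inhibition above about 25%, with at least 55% of replicates also reaching it, limit read from the data, passing the limit was not always enough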
# Target sequence (Q9H3R0 2-372 limits assumed): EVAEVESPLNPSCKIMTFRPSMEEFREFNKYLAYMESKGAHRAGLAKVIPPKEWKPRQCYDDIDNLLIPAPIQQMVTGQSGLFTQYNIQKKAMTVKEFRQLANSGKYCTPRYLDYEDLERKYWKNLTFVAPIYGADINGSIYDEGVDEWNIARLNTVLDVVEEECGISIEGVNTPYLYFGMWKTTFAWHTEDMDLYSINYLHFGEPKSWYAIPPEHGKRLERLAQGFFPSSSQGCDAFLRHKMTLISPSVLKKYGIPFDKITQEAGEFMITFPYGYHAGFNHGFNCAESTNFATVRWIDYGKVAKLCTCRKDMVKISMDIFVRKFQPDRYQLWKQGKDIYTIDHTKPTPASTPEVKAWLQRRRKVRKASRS
#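 Assay system: GST-GASC-1 enzyme fragment 2-372 | Amount: 10 nM enzyme | Medium: HEPES buffer, pH 7.5, plus ascorbate | Reagent: H3K9me3 peptide substrate, Fe(II), 2-oxoglutarate | Doses: Single-point compound screen | Incubation: 30 min demethylation and 1 h detection at room temperature | Measured by: LANCE TR-FRET, excitation 340 nm, emissions 618 and 671 nm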
# C diff growth: C. difficile growth inhibitors, primary screen, HTS. Clostridium difficile clinical isolate growth, OD600, 24 h; hits give low values. growth activity, negative = inhibition, % at 16 µg/mL (by protocol). hit rate 0.25% among 86,000. AID 1259249, 2017;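 active means mean growth activity at or below -80% and every replicate also at or below -80%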;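 further: 0% = DMSO wells and -100% = levofloxacin 16 µg/mL wells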
# Pf Dd2 inh: P. falciparum Dd2 growth inhibitors, primary screen, SYBR Green fluorescence, single dose replicates. 72 h; hits give low values. activity change, % at 10 µM. hit rate 2.3% among 94,000; in the data active means activity change below about -80%
# Tcruzi prolif: T. cruzi intracellular proliferation inhibitors, primary screen, cell-based, beta-gal Tulahuen parasites, NIH3T3 host, luminescence; T. cruzi beta-gal in NIH3T3, GalScreen luminescence, 90 h; inhibition, % at 8.34 µM; hit rate 5.9% among 77,000; AID 624255, 2012;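 active means mean inhibition above about 93%, with at least 55% of replicates each passing it, limit read from the data, passing the limit was not always enough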
# An asterisk follows results filed as active; · = no result given; & = joins results of further samples. Hits appear at their usual frequency; 6.7% or so of the library scored in one or more.
SMILES,GASC1 inh,C diff growth,Pf Dd2 inh,Tcruzi prolif
Cc1noc(C)c1NC(=O)Nc1ccc2c(c1)CC(=O)N([C@H](C)CO)C[C@H](C)[C@H](CN(C)S(=O)(=O)c1ccc(Cl)cc1)O2,-0.1,2,-7,16
C[C@H]1CN([C@@H](C)CO)C(=O)c2cc(C#CC3(O)CCCC3)cnc2O[C@H]1CN(C)C(=O)CN(C)C,6.8,1,33,-2
CCCNC(=O)N(C)C[C@H]1Oc2cc(C#Cc3ccccn3)ccc2S(=O)(=O)N([C@@H](C)CO)C[C@H]1C,-0.7,-3,-3,·
CN(C)CC(=O)N1CC2(C1)[C@H](c1ccccc1)[C@@H](CO)N2C(=O)C1CCC1,0.8,-4,17,·
O=C(NC[C@H]1[C@H](c2ccccc2)[C@@H](CO)N1C(=O)C1CCC1)NC1CCCC1,0.1,5,20,-21
Cc1noc(C)c1S(=O)(=O)Nc1ccc2c(c1)CC(=O)N([C@H](C)CO)C[C@@H](C)[C@@H](CN(C)C(=O)Nc1cccc3ccccc13)O2,1.2,-10,-10,25
Cc1ccccc1-c1ccccc1[C@@H]1[C@@H](C#N)N(C(=O)c2ccccc2)[C@H]1CO,-0.3,-2,-9,·
C[C@@H]1CN([C@@H](C)CO)S(=O)(=O)c2ccc(C#Cc3ccccc3)cc2O[C@@H]1CN(C)C(=O)c1ccccn1,·,-2,-59,-14
O=C([C@H]1[C@H](CO)[C@H]2Cn3c(cccc3=O)[C@H]2N1C(=O)C1CCCC1)N1CCOCC1,5.8,1,3,·
C[C@@H]1CN([C@H](C)CO)C(=O)Cc2cc(NC(=O)NC3CCCCC3)ccc2O[C@@H]1CN(C)C(=O)Nc1cccc2ccccc12,-0.6,3,-3,83
CN(C[C@@H]1N[C@H](CO)[C@@H]1c1ccc(-c2ccccc2)cc1)C(=O)C1CCC1,0.0,-4,-23,·
O=C(C[C@H]1CC[C@@H](NC(=O)Nc2cc(F)ccc2F)[C@@H](CO)O1)NCc1ccc2c(c1)OCO2,-0.2,·,1,-14
CCNC(=O)[C@@H]1[C@@H](CO)[C@@H]2Cn3c(ccc(-c4ccccc4)c3=O)[C@H]1N2C(=O)C1CC1,-0.9,-1,15,3
COc1ccccc1CNC(=O)C[C@@H]1C[C@H]2c3cc(NS(=O)(=O)c4ccc(F)cc4)ccc3O[C@H]2[C@@H](CO)O1,1.0,0,-3,-100
COc1ccc(CN(C)C[C@@H]2Oc3c(NS(=O)(=O)c4ccc(OC)cc4)cccc3C(=O)N([C@@H](C)CO)C[C@H]2C)cc1,-1.4,4,-1,-5
CO[C@@H]1CN(C)C(=O)c2cc(NC(C)=O)ccc2OC[C@@H](C)N(Cc2ccc(F)cc2)C[C@@H]1C,0.7,-3,17,-10
C[C@@H]1CN([C@H](C)CO)C(=O)c2cc(NC(=O)Nc3cccc4ccccc34)ccc2O[C@@H](C)CCCCO[C@H]1CN(C)Cc1ccc(C(=O)O)cc1,-0.2,-6,12,28
C[C@@H]1CN([C@H](C)CO)C(=O)Cc2cc(NC(=O)CCCCCC(=O)Nc3ccccc3N)ccc2O[C@@H]1CN(C)C(=O)Nc1ccccc1,-1.6,4,21,23
CC(C)NC(=O)N(C)C[C@@H]1Oc2c(NS(=O)(=O)c3ccccc3)cccc2C(=O)N([C@H](C)CO)C[C@H]1C,-0.5,-1,1,29
CCNC(=O)[C@@H]1[C@@H](CO)[C@@H]2Cn3c(ccc(-c4ccc(OC)cc4)c3=O)[C@@H]2N1Cc1ccccc1,4.1,1,-21,100*
COC(=O)C[C@H]1CC[C@@H]2[C@@H](COc3ccc(NC(=O)C4CCOCC4)cc3C(=O)N2C)O1,0.1,-4,7,3
C[C@@H]1CN([C@@H](C)CO)C(=O)c2cc(N(C)C)ccc2O[C@@H](C)CCCCO[C@H]1CN(C)C,2.0,-2,20,28
O=C(C[C@H]1C[C@@H]2c3cc(NS(=O)(=O)c4ccc(F)cc4)ccc3O[C@@H]2[C@@H](CO)O1)NCc1ccc(Cl)cc1,-1.0,-1,-20,22
COCC(=O)N1CC[C@H]2[C@@H]1c1cc(-c3cccc(OC)c3)ccc1N(C)[C@H]2CO,1.7,4,8,101*
C[C@H](CO)N1C[C@H](C)[C@@H](CN(C)C(=O)Oc2ccccc2)OCc2ccccc2-c2ccccc2C1=O,0.4,·,-31,24
# The listing continues:
SMILES,GASC1 inh,C diff growth,Pf Dd2 inh,Tcruzi prolif
C[C@H]1CN([C@@H](C)CO)C(=O)Cc2cc(NC(=O)Nc3ccc(F)cc3)ccc2O[C@@H]1CN(C)C(=O)Nc1ccc(C(F)(F)F)cc1,1.8,7,-24,21
COc1ccc(S(=O)(=O)Nc2ccc3c(c2)[C@@H]2C[C@@H](CC(=O)N(C)C)O[C@H](CO)[C@@H]2O3)cc1,1.0,-6,44,27
COc1ccc2c3c(n(C)c2c1)[C@@H](CO)N(C(=O)NC(C)C)CC31CCN(CC2CCOCC2)CC1,0.2,-1,11,·
O=C(CC1CC1)N1CC(=O)N2[C@H](CO)[C@H](c3ccc(C#Cc4ccccc4)cc3)[C@H]2C1,-1.1,-17,-11,·
C[C@@H]1CN([C@@H](C)CO)C(=O)c2cccc(NS(C)(=O)=O)c2O[C@@H]1CN(C)S(=O)(=O)c1cccs1,-0.1,·,-15,-25
C[C@H](CO)N1C[C@H](C)[C@H](CN(C)C)Oc2ncc(-c3cccnc3)cc2C1=O,5.9,-4,13,-41
COc1ccc(S(=O)(=O)Nc2ccc3c(c2)C(=O)N([C@@H](C)CO)C[C@@H](C)[C@H](CN(C)S(=O)(=O)c2ccc(OC)cc2)O3)cc1,1.6,3,-36,11
C[C@H]1CCCCO[C@H](CN(C)C(=O)c2ccccc2)[C@@H](C)CN([C@@H](C)CO)C(=O)c2cc(NC(=O)c3ccccc3)ccc2O1,0.6,15,-37,21
CO[C@@H]1CN(C)C(=O)c2cc(NC(=O)Nc3cc(F)ccc3F)ccc2OC[C@H](C)NC[C@@H]1C,0.2,·,-48,35
COCC#Cc1cnc2c(c1)C(=O)N([C@H](C)CO)C[C@@H](C)[C@H](CN(C)Cc1ccc3c(c1)OCO3)O2,0.0,4,-3,·
Cc1nn(C)cc1NC(=O)C[C@@H]1CC[C@@H]2[C@@H](COc3ccc(NC(=O)C(C)C)cc3C(=O)N2C)O1,8.6,-2,-11,40
CN1C(=O)c2cc(NC(=O)C3CCCC3)ccc2OC[C@@H]2O[C@@H](CC(=O)NCCc3ccncc3)CC[C@@H]21,1.5,-8,8,·
C[C@H](CO)N1C[C@H](C)[C@@H](CN(C)Cc2ccncc2)Oc2ncc(C#CC3(O)CCCC3)cc2C1=O,-1.1,-2,8,-4
O=C(C[C@H]1CC[C@@H]2[C@H](COC[C@@H](O)CN2Cc2cccc(Cl)c2)O1)NCc1cccc(F)c1,-0.8,·,-41,-28
CN1C(=O)c2cc(NC(=O)Nc3ccccc3F)ccc2OC[C@@H]2O[C@H](CC(=O)NCc3ccc(-c4ccccc4)cc3)CC[C@@H]21,-0.4,4,-39,47
COc1ccc2c3c(n(C)c2c1)[C@H](CO)N(C(=O)Nc1ccc(F)cc1)CC31CCN(S(=O)(=O)c2cccc(F)c2)CC1,-1.7,-3,-88*,·
Cc1noc(C)c1NC(=O)Nc1ccc2c(c1)C(=O)N([C@H](C)CO)C[C@@H](C)[C@@H](CN(C)C(=O)NC(C)C)OCCCC[C@@H](C)O2,15,-5,22,-38
COc1ccc(CN(C)C[C@H]2Oc3ccc(NC(=O)Cn4cnnn4)cc3C(=O)N([C@@H](C)CO)C[C@@H]2C)cc1,-0.2,-3,0,17
C[C@H]1CN([C@@H](C)CO)C(=O)c2cc(NC(=O)Cc3ccccc3)ccc2O[C@H]1CN(C)S(=O)(=O)c1ccc(F)cc1,1.2,-10,-5,16
N#C[C@@H]1[C@@H](c2ccc(/C=C/c3ccccc3)cc2)[C@@H](CO)N1C(=O)Cc1ccccn1,-0.8,6,-27,64
COc1ccccc1NC(=O)N1CC(=O)N2[C@@H](CO)[C@H](c3ccc(C#CC(C)C)cc3)[C@@H]2C1,-1.4,-3,-3,·
CC(C)NC(=O)Nc1ccc2c(c1)C(=O)N([C@H](C)CO)C[C@H](C)[C@H](CN(C)S(=O)(=O)c1cccs1)OCCCC[C@@H](C)O2,-0.1,0,·,·
CCC(=O)N1CC[C@@H]2[C@H]1c1cc(-c3cccc(OC)c3)ccc1N(C)[C@H]2CO,0.9,4,-5,90
CS(=O)(=O)N1CC(=O)N2[C@H](CO)[C@@H](c3ccc(C#Cc4ccc(F)cc4)cc3)[C@H]2C1,-0.2,13,-17,·
COc1cccc(NC(=O)N[C@H]2CC[C@H](CC(=O)Nc3ccccc3)O[C@@H]2CO)c1,-3.1,-1,-3,·
# Other entries:
SMILES,GASC1 inh,C diff growth,Pf Dd2 inh,Tcruzi prolif
Cc1ccc(S(=O)(=O)N(C)C[C@H]2Oc3c(NC(=O)Nc4c(C)noc4C)cccc3C(=O)N([C@H](C)CO)C[C@H]2C)cc1,0.3,-4,-23,18
C/C=C/c1ccc2c(c1)O[C@H](CN(C)CC1CCOCC1)[C@@H](C)CN([C@H](C)CO)S2(=O)=O,-0.3,-5&-1,-29&-1,·
CCCNC(=O)N1CC[C@@H]2[C@H]1c1cc(-c3ccc(F)cc3)ccc1N(C)[C@H]2CO,0.3,1,-26,56
CCNC(=O)C[C@H]1CC[C@@H]2[C@H](COC[C@@H](O)CN2Cc2ccccc2F)O1,0.4,·,1,-9
O=C(CC(F)(F)F)N1C[C@H]2[C@@H](c3ccccc31)[C@@H](CO)N2CC1CCOCC1,4.8,-4,7,1
COCC(=O)N(C)C[C@@H]1Oc2cc(C#C[C@@H](C)O)ccc2S(=O)(=O)N([C@@H](C)CO)C[C@@H]1C,-0.3,-2,·,28
C[C@H]1CN([C@@H](C)CO)C(=O)c2cc(NC(=O)Nc3ccccc3)ccc2O[C@@H]1CN(C)CC1CCCCC1,1.2,1,-21,·
CN(C)CCCNC(=O)[C@H]1[C@H](CO)[C@H]2Cn3c(ccc(-c4ccncc4)c3=O)[C@@H]1N2C(=O)CC1CC1,-0.3,-2,13,40
CO[C@@H]1CN(C)C(=O)c2ccc(NC(=O)CC(F)(F)F)cc2OC[C@@H](C)N(CC2CC2)C[C@@H]1C,-0.1,-4,42,·
O=C(C[C@@H]1CC[C@@H]2[C@H](COC[C@H](O)CN2CCC(F)(F)F)O1)NCc1ccc2c(c1)OCO2,-0.1,-2&-2,0,12
C[C@H](CO)N1C[C@H](C)[C@@H](CN(C)C(=O)Nc2ccccc2F)Oc2cc(Br)ccc2S1(=O)=O,0.4,5,-28,23
CN(C)C(=O)c1cccc(-c2ccc(C3[C@@H]4CN(C(=O)c5ccccn5)C[C@H]3N4)cc2)c1 (some centres not stated),0.7&-1.3,-11&-9,-22&-1,·
CNC(=O)C[C@H]1CC[C@H]2[C@H](COc3ccc(NS(=O)(=O)c4ccccc4C)cc3C(=O)N2C)O1,-2.3,2,-9,57

# Gathered by group, the compounds so far with an aryl methoxy group
SMILES,GASC1 inh,C diff growth,Pf Dd2 inh,Tcruzi prolif
COc1ccccc1CNC(=O)C[C@@H]1C[C@H]2c3cc(NS(=O)(=O)c4ccc(F)cc4)ccc3O[C@H]2[C@@H](CO)O1,1.0,0,-3,-100
COc1ccc(CN(C)C[C@@H]2Oc3c(NS(=O)(=O)c4ccc(OC)cc4)cccc3C(=O)N([C@@H](C)CO)C[C@H]2C)cc1,-1.4,4,-1,-5
CCNC(=O)[C@@H]1[C@@H](CO)[C@@H]2Cn3c(ccc(-c4ccc(OC)cc4)c3=O)[C@@H]2N1Cc1ccccc1,4.1,1,-21,100*
COCC(=O)N1CC[C@H]2[C@@H]1c1cc(-c3cccc(OC)c3)ccc1N(C)[C@H]2CO,1.7,4,8,101*
COc1ccc(S(=O)(=O)Nc2ccc3c(c2)[C@@H]2C[C@@H](CC(=O)N(C)C)O[C@H](CO)[C@@H]2O3)cc1,1.0,-6,44,27
COc1ccc2c3c(n(C)c2c1)[C@@H](CO)N(C(=O)NC(C)C)CC31CCN(CC2CCOCC2)CC1,0.2,-1,11,·
COc1ccc(S(=O)(=O)Nc2ccc3c(c2)C(=O)N([C@@H](C)CO)C[C@@H](C)[C@H](CN(C)S(=O)(=O)c2ccc(OC)cc2)O3)cc1,1.6,3,-36,11
COc1ccc2c3c(n(C)c2c1)[C@H](CO)N(C(=O)Nc1ccc(F)cc1)CC31CCN(S(=O)(=O)c2cccc(F)c2)CC1,-1.7,-3,-88*,·
COc1ccc(CN(C)C[C@H]2Oc3ccc(NC(=O)Cn4cnnn4)cc3C(=O)N([C@@H](C)CO)C[C@@H]2C)cc1,-0.2,-3,0,17
COc1ccccc1NC(=O)N1CC(=O)N2[C@@H](CO)[C@H](c3ccc(C#CC(C)C)cc3)[C@@H]2C1,-1.4,-3,-3,·
CCC(=O)N1CC[C@@H]2[C@H]1c1cc(-c3cccc(OC)c3)ccc1N(C)[C@H]2CO,0.9,4,-5,90
COc1cccc(NC(=O)N[C@H]2CC[C@H](CC(=O)Nc3ccccc3)O[C@@H]2CO)c1,-3.1,-1,-3,·
